Compound activity as filed in PubChem BioAssay.
PglD DTNB: inhibitors of Campylobacter jejuni PglD acetyltransferase | purified PglD enzyme, DTNB colorimetric CoA detection | inhibition, % at 12.5 µM | 360,000 compounds, 0.098% hits; in the data active = inhibition above about 16%, passing the limit was not always enough; inconclusive = no clear call, values can overlap the other calls; note: strong numbers were not always called active
FN deposition inh: fibronectin deposition inhibition; AH1F fibroblasts, Alexa488-fibronectin deposition fluorescence, overnight; inhibition, % at 12.6 µM; 350,000 compounds, 0.086% hits;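 active = mean inhibition across replicates of 30% or more, regardless of how many single replicates reach that level; inconclusive = mean under 30% yet at least half of replicates reach 30%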;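 note: positive control wells lacked labelled fibronectin entirely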
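Schedule: 1 h cell adhesion before compound, then overnight fibronectin incubation; test system: AH1F fibroblast monolayer depositing Alexa488-labelled fibronectin into matrix; quantity: 10000 AH1F cells per well; probe or stimulus: fluorescent fibronectin at 24 nM final; signal: fluorescence, ex 485 nm, em 525 nm; evaluation: percent inhibition as loss of matrix-bound fibronectin fluorescence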
Cneo AK release: causes C. neoformans cell lysis; adenylate kinase release luminescence, 4 h; normalised: neutral wells 0, clomiphene wells 100; lysis activity, % at 15 µM; 360,000 compounds, 0.2% hits;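 active = mean lysis activity across replicates of at least 80%, whatever share of replicates individually reach that level; inactive = mean lysis activity below 80%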
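Assay system: log-phase C. neoformans yeast / Quantity: yeast cell density of 5 × 10^6 cells/mL / Medium: fresh YPD growth medium / Compound: single dose / Timing: static 4 h at 37 °C with compound, 1 h detection / Measured by: adenylate kinase release luminescence / Read-out: lysis from increased AK signal / Benchmarks: Clomiphene as positive lysis control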
PGC1a acetyl inh: modulators of PGC1a acetylation. U2OS PGC1a acetylation, AlphaScreen anti-acetyl-lysine; with virally co-expressed GCN5 acetyltransferase. inhibition, % at 15.6 µM. 350,000 compounds, 0.17% hits;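 active = every replicate shows inhibition of at least 40%; inconclusive = mean inhibition at least 40% but some replicate below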;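 note: 0% = neutral control wells and 100% = positive control wells; some results beyond the cut were filed as inactive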
C2C12 statin: protects C2C12 myotubes from simvastatin toxicity; 330,000 compounds, 0.78% hits; ATP luminescence, 48 h; scaled: DMSO 0, geranylgeraniol control 100; rescue of ATP level, % at 7.49 µM; AID 602340;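 active = mean ATP rescue above about 67%, or every replicate alone reaching that limit, limit read from the data, passing the limit was not always enough; inconclusive = no clear call, values can overlap the other calls; inactive = mean under the limit and some replicate under it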;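 note: myotubes were challenged with 10 µM simvastatin during compound exposure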
F508del corr: CFTR F508del correction in bronchial cells; 350,000 compounds, 0.36% hits; CFBE cells, YFP halide quenching; stimulated with forskolin plus potentiator P3; % fluorescence drop versus neutral controls; activity (quench increase), % at 7.58 µM;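 active = mean added fluorescence quench of at least 8% versus neutral control, with both replicates also reaching 8%; inconclusive = only one of the mean or replicate conditions met; inactive = mean below 8% and not both replicates reaching 8%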;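 note: cells transiently co-express mutant CFTR-F508del with the halide-sensitive YFP; corrector assay measuring rescue of mutant channel to the surface after 24 h compound exposure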
miR122 inh: inhibitors of miR-122 in Huh7 cells; Huh7 miR-122 Renilla luciferase sensor, 48 h; neutral wells = 0, positive control = 100; activation (reporter increase), % at 12.5 µM; 340,000 compounds, 0.3% hits; AID 602342;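 active = mean replicate activation score at least 90 and every replicate individually at or above 90; inconclusive = only one of the two criteria met; inactive = neither criterion met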;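 note: higher luciferase means less miR-122 activity so hits act as miR-122 inhibitors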
GSIS activator: GLuc luminescence reporter in INS-1E cells, primary screen for activators of glucose-dependent secretion of insulin | 370,000 compounds, 0.61% hits | activation, % at 16.6 µM | AID 743287 | INS-1E GLuc reporter insulin secretion, 2-3 h;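 active = lowest replicate activation of at least 40%, so every replicate reaches that level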;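 note: 0% = median of neutral control wells and 100% = median of IBMX positive control wells; some compounds called inactive have numbers as strong as hits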
An asterisk follows results filed as active; ? = inconclusive; . = no result given; & = joins results of further samples; [ ] = remark or other dose.

SMILES	PglD DTNB	FN deposition inh	Cneo AK release	PGC1a acetyl inh	C2C12 statin	F508del corr	miR122 inh	GSIS activator
C[C@H]1CN([C@@H](C)CO)C(=O)c2cc(C#CC3CCCC3)cnc2O[C@@H]1CN(C)C(=O)C1CCCCC1	1	-23	0	10	34	0.7	0[16.7 µM]	-18
C[C@H]1CN([C@@H](C)CO)S(=O)(=O)c2ccc(Br)cc2O[C@@H]1CN(C)C(=O)C1CCC1	.	.	.	7	-9	-2.1	7[16.7 µM]	1
O=C(NC(=S)Nc1cccnc1Cl)c1ccco1	.	2	.	-1	-7	1.3	-6	1
C[C@H](CO)N1C[C@H](C)[C@@H](CN(C)Cc2ccccc2)OCc2ccccc2-c2ccccc2C1=O	4	-2	-3	-3	-24	-1.6	.	-8
C[C@@H]1CCCCO[C@H](CN(C)Cc2ccc(C(=O)O)cc2)[C@@H](C)CN([C@H](C)CO)C(=O)c2cc(NC(=O)CCC(F)(F)F)ccc2O1	-7&-3	8	-2&2	-10&3	7	0.3&0.1	-1	15&25
CC(=O)N1CC2(C1)[C@H](c1ccc(-c3cccc(F)c3)cc1)[C@H](CO)N2CC1CC1	.	9	.	0	.	2.8	.	1
CCCCNC(=O)C1(C)CCN1C(=O)c1ccc(F)cc1Cl (stereo unspecified)	-2	-15	1	0	5	1.4	-3	5
COc1cccc(NS(=O)(=O)c2ccc3c(c2)N(C(C)=O)CCO3)c1	3	0	-1	3	12	-3.0	195*	4
CCC(=O)N(C)C[C@H]1Oc2cc(C#CCC3CCCC3)ccc2S(=O)(=O)N([C@@H](C)CO)C[C@H]1C	0	.	-2	10	-25	1.3	-20[16.7 µM]	-19
O=C(Cn1c(CO)nc2ccccc21)NCCc1ccc(F)cc1	-1	0	-1	-2	.	0.7	-1	9
O=C(OCC1COc2ccccc2O1)c1ccccc1F (stereo unspecified)	-7	.	-7	6	-11	-1.4	-3	-2
CCc1ccc(CN2CCC(Oc3ccc(C(=O)N4CCCCC4)cc3)CC2)cc1	4	.	-1	-6	-7	0.8	-8	-62
Cc1nc(NC(=O)c2oc3ccccc3c2C)sc1C(=O)N(C)C	-2	-5	9	-2	2	.	5	21
OCCN1CCN(Cc2nc(-c3cccc(Cl)c3)no2)CC1	-9	10	2	-3	2	.	7	8
CO[C@@H](CN(C)Cc1cc(F)ccc1F)[C@H](C)CN([C@H](C)CO)S(=O)(=O)c1ccc(C)cc1	-1	-5	2	-15	-13	3.0	.	-5
O=C(Nc1ccncc1)c1ccccc1F	0	.	0	-5	6	.	-9	.
CC(C)C[C@H]1CNC(=S)N1C[C@H]1CCCN1C[C@H](Cc1ccccc1)N1C[C@H](CC(C)C)N(CCc2ccccc2)C1=S	-4	3	3	-17	-9	3.9	-7	-9
COc1ccc(C2=NN(C(=O)c3ccccc3)C(c3ccc(OC)c(OC)c3)C2)cc1OC (stereo unspecified)	2	7	-1	1	3	-2.7	1	18
O=C(Cc1ccccc1)Nc1ccnn1C1CCN(Cc2nccs2)CC1	9	-3	-1	-14	2	0.9	0	2
CO[C@@H]1CC[C@@H]2CCN(C)C(=O)C[C@@H](c3ccccc3)CN(C)C(=O)c3cccc(C#N)c3OC[C@@H]1O2	1	4	0	.	-12	.	.	1
C[C@H](CO)N1C[C@H](C)[C@H](CN(C)Cc2ccncc2)OCCCC[C@H](C)Oc2ccc(NS(=O)(=O)c3ccccc3)cc2C1=O	3	-6	-1	7	.	2.3	9[16.7 µM]	6
O=C(CCCOc1ccccc1)Nc1ccc2c(c1)OCCO2	-5	4	2	1	5	.	-4	.
Cc1ccc2nc(SCC(=O)NCc3ccc(F)cc3)[nH]c2c1	7	0	-3	5	-2	-0.2	19	-1
O=C(Nc1cc(S(=O)(=O)N2CCCCC2)ccc1N1CCOCC1)c1ccc(F)cc1	-1	-4	1	.	0	2.2	.	-8
COc1cc2cc(Oc3ccc4ccc(=O)oc4c3)c(=O)oc2cc1OC1OC(COC(=O)CC(C)(O)CC(=O)O)C(O)C(O)C1O (stereo unspecified)	-2	.	-2	5	-2	0.1	0	3

(continued)
SMILES	PglD DTNB	FN deposition inh	Cneo AK release	PGC1a acetyl inh	C2C12 statin	F508del corr	miR122 inh	GSIS activator
CC1=C(C(=O)N(C)C)CC(CC(=O)NCCc2ccccn2)C(=O)N1Cc1ccc(C(C)(C)C)cc1 (stereo unspecified)	0	-7	1	-5	-1	1.9	-3	-21
COc1ccc(S(=O)(=O)N2CCN(C(=O)C3COc4ccccc4O3)CC2)cc1 (stereo unspecified)	0	10	1	-11	-1	0.1	.	-13
Cc1nnc(SCC(=O)c2c(N)n(C3CC3)c(=O)[nH]c2=O)n1C	0	-3	1	5	-6	5.0	5	-2
COc1cccc(S(=O)(=O)Nc2ccc3c(c2)C(=O)N(C)C[C@H](OC)[C@@H](C)CN(C(=O)Cc2cccnc2)[C@@H](C)CO3)c1	-2	.	-1	0	-4	-0.9	.	1
Cc1ccc(CN2CCC2(C)C(=O)NC2CCc3ccccc32)cc1 (stereo unspecified)	2	4	0	.	-3	-1.1	-6	-6
Cc1ccc(NC(=O)CN(C)CCOc2ccccc2)c([N+](=O)[O-])c1	2	-4	1	-2	1	-3.4	0	0
C[C@H]1CN([C@@H](C)CO)C(=O)c2ccccc2-c2ccccc2CO[C@H]1CN(C)C(=O)[C@@H](Cc1ccccc1)N(C)C	2	-4	1	2	.	-1.6	.	4
COc1ccc(/C(N)=N/OC(=O)c2ccc([N+](=O)[O-])c(C)c2)cc1OC	-6	4	-1	-2	11	2.0	1	-5
Nc1nc2c(F)cccc2s1	0	.	-1	11	.	.	-3	10
C[C@H](CO)N1C[C@H](C)[C@H](CN(C)Cc2ccc(-c3ccccc3)cc2)Oc2ncc(C#C[C@@H](C)O)cc2C1=O	-4	-6	-2	0	-26	-2.2	-2[16.7 µM]	-4
CCCCN(C)C(=O)c1ccc(Nc2nc(C(N)CCc3ccccc3)cs2)nc1 (stereo unspecified)	4	-3	1	0	-1	2.9	13	.
CCC(=O)N(C)C[C@@H]1Oc2ncc(-c3ccccc3C)cc2C(=O)N([C@H](C)CO)C[C@H]1C	-2	4	2	5	18	1.6	1[16.7 µM]	1
Cc1ccc(NC(=O)c2ccco2)cc1NC(=O)CSc1nnc(-c2cccs2)n1C	-1	-10	2	-5	14	.	-2	.
CSc1cccc(N/C(=N/S(=O)(=O)c2ccccc2)NN)c1	7	-4	2	0	11	-5.6	0	2
C[C@@H]1CCCCO[C@H](CN(C)C(=O)NC2CCCCC2)[C@@H](C)CN([C@@H](C)CO)C(=O)c2cc(NC(=O)NC3CCCCC3)ccc2O1	5	10	-11	?	.	-3.6	-10[16.7 µM]	-27
Cc1ccnc(NC(=O)CCC(=O)N(CC(=O)NCc2ccc(F)cc2)c2cccc(F)c2)c1	0	2	0	.	-10	-2.5	.	-9
CCCC(=O)Nc1nc2c(c(=O)[nH]1)CCCC2	-1	.	4	2	9	.	-7	6
O=c1c2ccccc2n(CC(O)CN2CCCCC2)c2ccccc12 (stereo unspecified)	0	8	8	8	8	1.6	-4	16
CN(C)c1ccc2c(c1)[C@H]1C[C@H](CC(=O)NC3CCCC3)O[C@@H](CO)[C@H]1O2	3	1	.	-1	-2	-0.6	-3[16.7 µM]	1
Cc1c(/C=N\NC(=O)C2COc3ccc(C(C)(C)C)cc3O2)c2ccccc2n1C (stereo unspecified)	-5	4	6	-15	2	-3.5	9	-7
Cc1ccc(-n2cnc3ncnc(-c4ccccc4)c32)cc1	.	-7	0	0	.	2.3	-3	13
O=[N+]([O-])c1ccc(C(=S)N2CCCC2)cc1	-2	.	2	.	10	1.9	4	1
COc1ccc(S(=O)(=O)Nc2ccc3c(c2)CC(=O)N([C@H](C)CO)C[C@@H](C)[C@H](CN(C)Cc2ccc(-c4ccccc4)cc2)O3)cc1	1	.	-1	-14	64	0.2	2[16.7 µM]	-1
CNC(=S)NNC(=O)c1cccn(Cc2cccc(Cl)c2)c1=O	-4	-11	8	.	.	.	20	.
Cc1cc2nc(N3CCN(C(=O)c4ccco4)CC3)sc2cc1C	3	.	11	.	-13	-7.3	-7	-8

Next part.
SMILES	PglD DTNB	FN deposition inh	Cneo AK release	PGC1a acetyl inh	C2C12 statin	F508del corr	miR122 inh	GSIS activator
Cc1ccc(CCNC(=O)CN(c2cc(C)cc(C)c2)S(=O)(=O)c2c(C)noc2C)cc1	-4	-1	-1	.	-36	1.8	5	5
Cc1c(C)c2ccc(OCC(=O)NCCc3c[nH]c4ccccc34)c(C)c2oc1=O	0	.	7	-25	2	3.1	-19	.
O=C(Cc1ccccc1)NNC1=NS(=O)(=O)c2ccccc21	-1	4	-1	0	2	-0.9	-1	10
O=C(Nc1ccc(F)cc1)N1CCC(c2nc3c(nnn3Cc3cccc(Cl)c3)c(=O)[nH]2)CC1	4	.	-4	8	13	.	-14	.
O=C(Nc1cccc(S(=O)(=O)NC2=NCCC2)c1)c1cnc(Cl)c(Cl)c1	0	1	-1	-12	-7	0.5	.	-6
CCC(=O)Nc1ccc2c(c1)C(=O)N(C)[C@H]1CC[C@@H](CC(=O)NC3CCCC3)O[C@@H]1CO2	1	-14	-2	5	-41	0.8	-2[16.7 µM]	-3
O=C(O)c1ccc(S(=O)(=O)N(CCc2ccccc2)Cc2ccc(Cl)cc2)cc1	-3	0	0	0	17	-2.4	1	-5
C[C@@H]1CN([C@H](C)CO)C(=O)CCCn2cc(nn2)CO[C@H]1CN(C)S(=O)(=O)c1ccc(C#N)cc1	4&-2	0&-1	1&-4	-2&8	-7&20	1.1&1.3	3	8&-3
CN(C)CCCN(C(=O)c1ccco1)c1nc2c(F)cccc2s1	.	0	.	3	.	2.9	.	41*
O=C(CNC(=O)c1ccco1)OCc1ccccc1F	.	1	.	-2	.	-3.4	2	-7
CC(C)NC(=O)Nc1ccc2c(c1)CC(=O)N([C@H](C)CO)C[C@H](C)[C@H](CN(C)S(=O)(=O)c1cccs1)O2	1	-1	-12	10	16	0.9	30[16.7 µM]	-11
COc1ccc(C(=O)CCC(=O)Nc2cc(Cl)c(O)c(Cl)c2)cc1	-5	3	0	7	5	-0.6	3	7
C[C@@H]1CN([C@@H](C)CO)S(=O)(=O)c2ccc(C#C[C@@H](C)O)cc2O[C@H]1CN(C)Cc1ccncc1	0	-16	-1	-23	-27	1.9	1[16.7 µM]	22
Cc1c(NC(=O)CSc2ccccc2F)c(=O)n(-c2ccccc2)n1C	1	-15	1	4	2	-0.4	9	4
O=C(Nc1ccc(CN2CCOCC2)cc1)c1ccc(Br)o1	-1	2	0	-5	-5	1.5	4	-6

4 structures already listed, ordered by molecular weight, rising:
SMILES	PglD DTNB	FN deposition inh	Cneo AK release	PGC1a acetyl inh	C2C12 statin	F508del corr	miR122 inh	GSIS activator
CN(C)CCCN(C(=O)c1ccco1)c1nc2c(F)cccc2s1	.	0	.	3	.	2.9	.	41*
COc1ccc(C(=O)CCC(=O)Nc2cc(Cl)c(O)c(Cl)c2)cc1	-5	3	0	7	5	-0.6	3	7
Cc1c(C)c2ccc(OCC(=O)NCCc3c[nH]c4ccccc34)c(C)c2oc1=O	0	.	7	-25	2	3.1	-19	.
C[C@@H]1CN([C@@H](C)CO)S(=O)(=O)c2ccc(C#C[C@@H](C)O)cc2O[C@H]1CN(C)Cc1ccncc1	0	-16	-1	-23	-27	1.9	1[16.7 µM]	22

Random draw from the library, and some 2.1% of all compounds hit somewhere here.
